Assay outcomes deposited in PubChem BioAssay by several laboratories.
HTRA1 inh: blocks human HTRA1 serine peptidase; recombinant HTRA1, FP-rhodamine activity-based probe, fluorescence polarization; Q92743; hit rate 0.5% among 340,000; inhibition, % at 5.96 µM; AID 504803; in the data active = inhibition above about 36%;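 also: 0% = enzyme with DMSO and 100% = wells lacking enzyme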
UHRF1 binding: UHRF1 methyl-DNA binding inhibition; Q96T88; UHRF1 binding to methylated oligo, TR-FRET; inhibition, % at 4.4 µM; hit rate 0.75% among 370,000; AID 687016; in the data active = inhibition above about 21%;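 also: UHRF1 SRA domain binding a hemimethylated CpG hairpin DNA probe; 0% = median of test compound wells and 100% = reference inhibitor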
PG9 Ab binder: small molecules binding HIV-1 gp120 antibody PG9; TR-FRET gp120-PG9 antibody binding; inhibition, % at 6.7 µM; hit rate 0.43% among 360,000; AID 624416; in the data active = inhibition above about 8.5%
rCAG RNA binder: binds r(CAG) RNA repeats; r(CAG) RNA repeat, TO-PRO-1 dye displacement fluorescence; inhibition, % at 3 µM; hit rate 1.3% among 370,000; AID 651821;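 active = inhibition above the plate cutoff, the mean of all test compounds on that plate plus 3 SD, cut at about 35% in these data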;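 also: 0% = DMSO alone and 100% = 100 µM mitoxantrone as full dye displacement; higher means more dye released from RNA so lower well fluorescence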
MBD2 DNA inh: blocks human MBD2 binding to methylated DNA | Q9UBB5 | inhibition, % at 4.4 µM | TR-FRET, MBD2 binding to methylated oligonucleotide | hit rate 0.31% among 370,000; in the data active = inhibition above about 13%
PRMT1 inh: PRMT1 (human) inhibition, primary screen | Q99873 | recombinant PRMT1, activity-based probe fluorescence polarization | inhibition, % at 2.79 µM | hit rate 1.3% among 370,000 | AID 652257;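 active = inhibition above about 21% made by adding two undisclosed values, limit read from the data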
TCR CD3 inh: blocks the human TCR-CD3 interaction. TAMRA-labeled TCR probe fluorescence, biochemical. inhibition, % at 9.4 µM. hit rate 0.37% among 360,000; in the data active = inhibition above about 19%;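 also: recombinant mutant TCR 2C K166C tagged with TAMRA read by polarization; 0% = receptor in buffer alone and 100% = receptor with positive control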
Rev-erbA mod: modulates human Rev-erb alpha binding to DNA; Rev-erbα–FITC-DNA binding, fluorescence polarization, 90 min; activity, % at 10 µM; hit rate 0.79% among 370,000; AID 1259318;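 active = activity above about 14%, limit read from the data; passing the limit was not always enough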;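 also: 0% = DMSO wells with 35 nM protein and 100% = DMSO wells with 750 nM protein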
Target sequence (P20393 whole entry, looked up): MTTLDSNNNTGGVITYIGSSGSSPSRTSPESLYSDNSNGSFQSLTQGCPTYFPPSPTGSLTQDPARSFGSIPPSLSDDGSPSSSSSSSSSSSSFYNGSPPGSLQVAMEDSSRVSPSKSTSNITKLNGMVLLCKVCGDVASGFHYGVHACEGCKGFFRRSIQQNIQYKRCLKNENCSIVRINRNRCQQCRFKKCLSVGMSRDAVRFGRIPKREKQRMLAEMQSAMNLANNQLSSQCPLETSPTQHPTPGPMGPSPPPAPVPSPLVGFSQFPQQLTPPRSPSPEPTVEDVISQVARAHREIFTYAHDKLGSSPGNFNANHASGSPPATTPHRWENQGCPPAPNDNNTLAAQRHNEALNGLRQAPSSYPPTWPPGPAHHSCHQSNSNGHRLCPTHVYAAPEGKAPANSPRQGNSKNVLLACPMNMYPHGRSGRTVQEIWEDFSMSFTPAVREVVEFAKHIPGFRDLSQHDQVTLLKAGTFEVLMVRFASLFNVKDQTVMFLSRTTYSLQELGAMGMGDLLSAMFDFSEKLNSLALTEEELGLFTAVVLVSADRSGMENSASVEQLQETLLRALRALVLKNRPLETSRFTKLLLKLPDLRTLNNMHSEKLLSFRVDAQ
ABHD4 inh: inhibits mouse alpha/beta hydrolase domain 4; Q8VD66; purified mABHD4, FP-Rh probe fluorescence polarization; inhibition, % at 8.92 µM; hit rate 0.54% among 370,000;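 active = inhibition exceeding the mean over every tested compound plus 3 SD, cut at about 30% in these data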;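 also: 0% = plate median of compound wells and 100% = S159A mutant with DMSO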
Target sequence (Q8VD66 whole entry, looked up, the tested form may be a part): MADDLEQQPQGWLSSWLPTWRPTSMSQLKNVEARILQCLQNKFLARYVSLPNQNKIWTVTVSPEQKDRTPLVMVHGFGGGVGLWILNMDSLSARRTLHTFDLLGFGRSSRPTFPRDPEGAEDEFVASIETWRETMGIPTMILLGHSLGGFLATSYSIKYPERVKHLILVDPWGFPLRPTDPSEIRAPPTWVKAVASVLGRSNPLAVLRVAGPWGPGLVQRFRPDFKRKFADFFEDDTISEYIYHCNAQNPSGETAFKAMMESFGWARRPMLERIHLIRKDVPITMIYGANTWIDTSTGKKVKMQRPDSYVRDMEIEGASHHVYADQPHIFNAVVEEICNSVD
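System: mouse ABHD4 enzyme, wild type / Medium: HEPES pH 7.0, NaCl, Pluronic buffer / Reagent: FP-Rh activity-based fluorescent probe / Control set: S159A mutant high control, sample median low control / Detection: fluorescence polarization with parallel and perpendicular emission, 525/598 nm / Schedule: 45 min + 60 min at 25 °C / Compound dosing: 8.92 µM, single dose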
LEDGF integ inh: blocks HIV-1 LEDGF/p75-dependent DNA integration; TR-FRET IN-LEDGF/p75 DNA integration, Eu/Cy5; inhibition, % at 3.7 µM; hit rate 0.64% among 370,000; AID 743269;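 active = inhibition above the screen-wide mean plus 3 SD, cut at about 13% in these data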;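 also: signal is the Cy5 over europium emission ratio at 671 and 618 nm; 0% = plate median of compound wells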
* marks the source's active call; other numbers are inactive results; . = not tested or not shown.

Order of results – Rev-erbA mod | PRMT1 inh | ABHD4 inh | TCR CD3 inh | UHRF1 binding | MBD2 DNA inh | PG9 Ab binder | LEDGF integ inh | rCAG RNA binder | HTRA1 inh
C=CCN1[C@@H](C)[C@H](c2ccccc2)Oc2cccc(N3CCCC3)c2S1(=O)=O
  2 | -1 | 0 | 2 | -1 | -3 | -1.1 | 0 | 4 | .
CCCS(=O)(=O)NC(=O)C1(C)CCN(C(=O)c2cc(C)n(C(C)(C)C)n2)C1 (stereo not drawn)
  0 | 5 | 3 | -2 | 2 | -1 | 0.6 | -5 | 2 | .
CCOC(=O)N1CCN(C(=O)C2CCN(S(=O)(=O)c3ccc(NC(C)=O)cc3)CC2)CC1
  -5 | 0 | -4 | -1 | 0 | -2 | -1.3 | 0 | 1 | 1
CC(C)(C)NC(=O)C(=O)NNC(=O)C12CC3CC(CC(C3)C1)C2
  0 | 0 | -3 | -1 | -1 | -2 | 3.2 | 5 | -3 | 0
Cc1ccc(NC(=O)Cc2c(Cl)cccc2Cl)cc1S(=O)(=O)N(C)C
  -4 | -2 | -10 | -1 | -2 | 1 | 1.2 | 2 | 15 | -20
O=C(CN1CCN(c2ccc(O)cc2)CC1)N1CCc2ccccc21
  2 | 20 | 17 | 3 | -2 | -5 | -0.1 | 0 | 3 | 10
CCS(=O)(=O)N1CCC(C(=O)NCCCN2CCCCCC2)CC1
  2 | 1 | -4 | 4 | 1 | 0 | -3.0 | -2 | -7 | -2
ON=C1c2ccccc2-c2ccc(O)cc21
  -1 | 2 | 7 | -11 | -4 | 1 | -2.0 | -6 | 15 | -3
Cc1cc(O)ccc1Nc1nc(-c2cccs2)cs1
  -6 | -3 | 11 | 3 | -3 | -5 | -1.3 | 4 | 11 | 14
CC(C)NC(=O)C1C(c2ccccc2)=Nc2ccccc2N1C(=O)c1cc(Cl)cc(Cl)c1 (stereo not drawn)
  -1 | 2 | -10 | 9 | -1 | -5 | -1.2 | 2 | 6 | .
O=C(c1ccc2ncsc2c1)N1CCCCC1
  3 | 8 | -2 | 7 | -2 | 1 | 0.6 | 2 | -1 | 4
COc1ccccc1CNC(=O)CSc1nc2ccccc2c(=O)n1CCCN1CCOCC1
  0 | -2 | -2 | -3 | -4 | 3 | -0.5 | 0 | -6 | 0
CC(C)(C)[C@@H]1C=C(C(=O)Nc2ccccc2)O[C@H](OCc2ccc(CO)cc2)C1
  0 | -1 | -12 | 7 | -1 | -3 | 0.4 | -3 | -10 | -33
COC(=O)c1ccc(C(=O)OC)c(NC(=S)N2CCC(C(N)=O)CC2)c1
  -1 | 0 | -2 | 13 | -2 | 0 | 1.9 | 7 | -2 | 5
COC(=O)c1ccc(COc2ccc(F)cc2)o1
  2 | 5 | -1 | 3 | 2 | 1 | -0.3 | 1 | 0 | 7
CCOc1ccccc1-c1ccc2nccn2c1
  -14 | -1 | -2 | 0 | -4 | -6 | 1.1 | 1 | 5 | .
CCCCCC1CC(=O)C=C(C)C1C(=O)OC (stereo not drawn)
  -2 | 6 | -1 | -12 | 0 | -3 | 2.4 | 1 | -5 | 5
CCOCCc1nnc(NC(=O)COC)s1
  3 | 3 | 6 | 7 | 0 | 2 | -3.7 | 0 | 0 | -2
CN(C)Cc1ccccc1C(O)(c1ccccc1)c1ccccc1
  3 | 1 | 0 | 0 | -3 | -1 | -0.4 | -4 | -7 | 2
O=C(Cc1coc2ccc3ccccc3c12)NC1CCCc2ccccc21 (stereo not drawn)
  5 | 1 | -11 | 3 | -1 | -5 | -0.8 | 2 | 1 | -22
COc1cc(NC(=O)c2cccnc2SC)cc(OC)c1
  -2 | 0 | 2 | -1 | -1 | -1 | 0.7 | -5 | -1 | -3
Cc1ccc(S(=O)(=O)N/N=C2/CC(c3ccccc3)Oc3ccccc32)cc1 (stereo not drawn)
  6 | 0 | -21 | -9 | 0 | -2 | -2.0 | 3 | 27 | -10
COC(=O)c1ccc(NC(=O)CN2CCCC2)cc1
  1 | -4 | 2 | -2 | -3 | 3 | 0.7 | 0 | 2 | 2
CCc1nc2c(OCc3cccc(Cl)c3)cccn2c1N(C)C(=O)c1ccncc1
  -10 | 0 | -2 | 2 | -3 | -1 | 0.1 | -4 | 0 | .
Cc1nc2ccc(Br)cn2c1C(=O)N/N=C\c1ccc(C(C)C)cc1
  4 | 3 | 18 | 5 | -1 | -3 | 2.1 | 0 | 1 | 0
Cc1cccc(N2CCN(C(=O)c3cc4c(=O)[nH]c5ccccc5c4n3C)CC2)c1C
  0 | -2 | 0 | 2 | -3 | -8 | -1.3 | 4 | 13 | -10
COc1cccc(/C(O)=C2\C(=O)C(=O)N(c3ccccn3)C2c2cccc(OC)c2OC)c1 (stereo not drawn)
  0 | 5 | 6 | -3 | -4 | 3 | 1.4 | -4 | 3 | 11
CCOc1ccccc1OCC(=O)Nc1nnc(C)s1
  8 | -2 | 7 | 2 | -3 | 2 | 0.2 | 0 | -1 | -3
COc1ccc(S(=O)(=O)N2CCC3(CC2)CC(=O)c2ccccc2O3)cc1
  -4 | -2 | -5 | -1 | 1 | -3 | -1.2 | 1 | 0 | -5
COc1ccccc1C(=O)NCC(=O)N1CCN(S(=O)(=O)c2ccc3c(c2)OCCO3)CC1
  -3 | -7 | 2 | 0 | 1 | -4 | -2.1 | 2 | 0 | -2
O=C(NC(CSSCC(NC(=O)c1ccccc1)C(=O)O)C(=O)O)c1ccccc1 (stereo not drawn)
  -2 | 3 | 0 | 5 | -3 | 2 | -0.9 | 1 | 1 | 0
COc1cc(OC)c(S(=O)(=O)Nc2ccccc2N2CCCCC2)cc1NC(C)=O
  -2 | 2 | -4 | 4 | 1 | -1 | -0.5 | 1 | -1 | 2
COCCCn1c(Cc2csc(Nc3ccccc3)n2)nnc1SCC(N)=O
  -6 | 6 | -4 | -10 | 6 | 8 | 2.3 | -2 | 0 | 1
CCOC(=O)C1=C(C)NC2=C(C(=O)C(C(=O)OC)C(C)C2)C1c1ccc(OC)c(O)c1 (stereo not drawn)
  -3 | -2 | 2 | 3 | 0 | 1 | 0.4 | -3 | 0 | 0
CC(C)N1CCc2c(sc(NC(=O)c3ccc(S(=O)(=O)N(C)CC4CCCO4)cc3)c2C(N)=O)C1 (stereo not drawn)
  -5 | -3 | -2 | 0 | 4 | -1 | -2.7 | 0 | -6 | 2
O=C(CSc1nnc(NC(=O)c2c(F)cccc2F)s1)NC1CC1
  0 | -2 | 1 | 2 | -2 | 0 | -1.6 | 2 | 0 | -5
CCOc1cc(C)c(Cl)cc1S(=O)(=O)NCCOC
  5 | -2 | 1 | 2 | 0 | 1 | -0.6 | -2 | -1 | 0
Cc1c(NC(=O)C(=O)/C=C(\O)c2ccc(Cl)cc2)c(=O)n(-c2ccccc2)n1C
  0 | 3 | 6 | -4 | 16 | 6 | -1.0 | -2 | 14 | -2
Cc1cc(Br)ccc1SCC(=O)NNC(=O)c1ccco1
  1 | 5 | 1 | -3 | 3 | 1 | -1.4 | -4 | 1 | 9
O=C1CC(N(CCc2ccccc2)C(=S)Nc2ccccc2)C(=O)N1c1ccccc1 (stereo not drawn)
  3 | -1 | -25 | -3 | 1 | -5 | -0.5 | 4 | 4 | -33
COc1ccccc1CCNC(=O)CSCC(=O)Nc1ccccc1F
  9 | 2 | 9 | -3 | 2 | 5 | 2.8 | -2 | -1 | -1
COc1ccc(S(=O)(=O)Nc2cccc3c2O[C@H](CN(C)S(=O)(=O)c2ccc(F)cc2)[C@H](C)CN([C@H](C)CO)C3=O)cc1
  -5 | 3 | -2 | 1 | 4 | 3 | 0.9 | -2 | 11 | 1
CC(C)CCOc1ccc(C(=O)Nc2cc(S(=O)(=O)N3CCOCC3)ccc2N2CCOCC2)cc1
  -10 | -1 | -5 | 5 | -1 | 3 | 0.9 | 0 | 4 | -8
COc1cccc(CN2CCN(Cc3ccc(C)o3)CC2CCO)c1 (stereo not drawn)
  -2 | 6 | 0 | -1 | -1 | 0 | -0.1 | -5 | -7 | 2
CCCN(CC(=O)Nc1ccccc1OC)CC(=O)c1c(N)n(Cc2ccccc2)c(=O)n(C)c1=O
  -2 | 2 | 4 | -7 | 0 | 1 | 2.1 | -2 | 1 | -6
COc1ccc(CNC(=O)CCSCc2ccccc2Cl)c(OC)c1
  -4 | 1 | 0 | 9 | -1 | 0 | -0.8 | 2 | -4 | -9
CCOC(=O)CSc1nc2c(cnn2-c2ccc(F)cc2)c(=O)[nH]1
  -1 | -3 | -2 | 4 | 0 | -1 | -1.0 | -1 | 0 | 2
COc1ccc(CCNC(=O)c2ccc3c(c2)N(Cc2ccccc2)CCS3)cc1OC
  -1 | 10 | -4 | 3 | -1 | 1 | 1.6 | -2 | 3 | -16
CC(=O)c1cc(NC(=O)c2ccccc2)c(=O)oc1C
  6 | 20 | 0 | 3 | -2 | 4 | -3.3 | 4 | 3 | -3
CCN(CC(=O)Nc1ccccc1C(F)(F)F)C(=O)CCS(=O)(=O)c1ccc(Cl)cc1
  5 | -3 | -2 | 4 | -1 | -2 | 0.7 | 1 | -2 | -2
Cc1cc(C)c(Cn2cnc(-c3ccc([N+](=O)[O-])cc3)c2)c(C)c1
  9 | 46* | -11 | -8 | 3 | -7 | -2.9 | 2 | 10 | -32
CCOc1ccc(C(=O)Cn2cnnc2C#N)cc1
  -3 | -2 | -2 | 8 | 2 | -4 | 0.0 | 1 | 10 | -10
COc1ccc(/C=C/C(=O)Nc2ccccc2C(=O)NCC(c2ccc(OC)cc2)N(C)C)cc1 (stereo not drawn)
  2 | -4 | -3 | 3 | -1 | -2 | -1.8 | 1 | -3 | -29
COc1ccc(CNC(=O)C(C)Sc2ccc(S(=O)(=O)N3CCOCC3)cn2)cc1 (stereo not drawn)
  -8 | 6 | 2 | -4 | 3 | -2 | 0.6 | -1 | -4 | 4
O=C(COC(=O)c1ccc(Sc2ncn[nH]2)c([N+](=O)[O-])c1)Nc1ccc(Cl)c(Cl)c1
  -6 | -6 | -39 | . | 0 | -1 | . | -1 | 64* | .
CCCn1nc(C(=O)NNC(=O)Cc2ccc(S(=O)(=O)N3CCOCC3)s2)c2ccccc2c1=O
  0 | -7 | -1 | 9 | -3 | -3 | 0.2 | 4 | 11 | 0
OC[C@@H]1CN(CCN2CCOCC2)C[C@H](n2cnc3c(Nc4ccccc4)ncnc32)O1
  2 | -4 | 3 | 0 | 0 | -2 | -0.2 | 1 | 1 | .
O=C(O)CCC(=O)c1ccc2c(c1)OCCCO2
  0 | -2 | -3 | 0 | -3 | -2 | 0.0 | -1 | 1 | 7
O=[N+]([O-])c1cc2c(cc1/C=N/NS(=O)(=O)c1ccc(Br)cc1)OCO2
  -9 | 34* | 23 | 7 | -1 | 4 | -0.7 | 5 | 9 | .

Only part of the results is shown; the hit share may differ from the screen's.
